Growth percent in the NCI-60 one-dose screen (48 h, 10 µM unless noted): 100 = growth as untreated, 0 = no growth, -100 = all killed.
ACHN: ACHN renal cancer | hit rate 4.9% among 81,000
A498: A498 renal cancer cells. hit rate 5.4% among 76,000
U251: U251 CNS tumor cells; hit rate 5.4% among 80,000; AID 1794753
RXF 393: RXF 393 renal cancer cells; hit rate 6.9% among 77,000
TK-10: TK-10 renal cancer cells; AID 1794769; hit rate 3.9% among 81,000
786-0: 786-0 renal cancer cells | hit rate 5.1% among 81,000
CAKI-1: CAKI-1 renal cancer | hit rate 4.7% among 75,000 | AID 1794772
UO-31: UO-31 renal cancer | hit rate 5.2% among 81,000 | AID 1794768
SN12C: SN12C renal cancer cells; AID 1794767; hit rate 3.8% among 81,000
* = called active by the depositor; x = no result given; & = joins results of further samples; [ ] = dose if it differs, or a comment. Rule for the calls: active = growth percent below 10; inactive = the rest.

SMILES	ACHN	A498	U251	RXF 393	TK-10	786-0	CAKI-1	UO-31	SN12C
CCOc1cccc(Cc2c[nH]c(=O)[nH]c2=O)c1	99	86	100	101	98	103	99	101	106
Br/C(=C(\Br)c1ccccc1)c1ccccc1	112	101	100	113	85	97	x	99	103
CCn1cnc2c(SC)nc(N)nc21	106	152	97	110	122	98	98	91	106
C/C(=N\Nc1ccc(S(N)(=O)=O)cc1)c1cc2ccccc2o1	113	x	107	128	115	107	104	118	103
Cc1ccc(-n2c(=S)[nH]c3sc4c(c3c2=O)CCC(=O)C4)cc1	39	109	37	24	83	30	29	44	40
CC(=O)n1cc(/C=C2\N=C(c3ccccc3)N(c3ccc(S(=O)(=O)Nc4ccccn4)cc3)C2=O)c2ccccc21	x	61	88	100	90	85	x	74	90
O=C(O)c1ccc(Nc2ccnc(SCC(=O)c3ccc(Br)cc3)n2)cc1	101	81	101	x	141	101	87	75	95
O=C(NC(=S)Nc1cccc(Cn2c(=O)[nH]c3ccc(Oc4ncccn4)cc3c2=O)c1)c1ccccc1	66	66	78	72	84	89	67	52	82
CCOC(=O)CSC1=Nc2c(c(-c3ccccc3)c(-c3ccccc3)n2C2CCCCC2)C2=NCCN12	100	x	102	113	139	104	74	73	96
C=CCn1c(SCC(=O)Nc2ccccc2)nnc1-c1ccc(Cl)cc1	94	92	100	98	95	100	84	83	95
CCOc1ccc2nc(/N=C(\N)C(Cl)(Cl)Cl)sc2c1	99	91	101	130	117	103	84	89	97
O=C(O)c1cn(CC2CC2)c2cc(N3CCN(c4nccc(-c5nccs5)n4)CC3)c(F)cc2c1=O	81	107	83	85	106	90	75	71	98
CN1Cc2c(c3ccccc3[nH]c2=O)C1=O	113	90	103	110	115	94	95	75	97
Cc1ccc2nc(NC(=O)CSC(=S)N3CCN(Cc4ccccc4)CC3)sc2c1	-2.5*	-3.2*	-46*	-58*	-36*	-21*	-21*	-43*	-1.0*
COc1ccc(-c2nc3cc(Cl)c(Cl)cc3n2CC(=O)N=Nc2c(O)[nH]c3ccc(OC)cc23)cc1	43	x	78	-30*	97	83	59	70	50
O=C1NC(=O)C(C2=NNC(c3cc4ccccc4[nH]3)C2)C(=O)N1 (stereo not drawn)	95	57	81	55	86	80	88	53	78
COc1cc(OC)cc(C(=O)Nc2cccc(-c3cn(-c4ccc(S(N)(=O)=O)cc4)nn3)c2)c1	89	116	32	58	95	75	61	96	70
O=C(Nc1cccc(-n2cc(-c3ccncc3)c(-c3ccc(Cl)c(O)c3)n2)c1)c1ccc(Cl)c(C(F)(F)F)c1	87	105	96	104	119	108	100	81	99
Cc1ccc(/C(=C\CN2CCCC2)c2ccccn2)cc1	93	161	103	128	110	104	98	83	99
CCC(C)C1NC(=O)C(CCNCS(=O)(=O)O)NC(=O)C(NC(=O)C(CCNCS(=O)(=O)O)NC(=O)C(NC(=O)C(CCNCS(=O)(=O)O)NC(=O)CCCCC(C)C)C(C)O)CCNC(=O)C(C(C)O)NC(=O)C(CCNCS(=O)(=O)O)NC(=O)C(CCNCS(=O)(=O)O)NC(=O)C(C(C)CC)NC1=O (stereo not drawn)	95	89	33	47	x	93	99	75	64
C#CCOC(=O)CNC(=O)[C@]12CC[C@@H](C)[C@H](C)[C@H]1C1=CC[C@@H]3[C@@]4(C)CCC(=O)C(C)(C)[C@@H]4CC[C@@]3(C)[C@]1(C)CC2	101	x	97	117	97	97	102	83	102
CCN(CC)c1ccc(/C=C/c2ccnc3ccccc23)cc1	71	77	78	x	91	79	67	73	76
COc1ccc(/C=C/C(=O)c2ccc(NC(=O)CSc3nc4[nH]c(=O)n(C)c(=O)c4[nH]3)cc2)cc1	103	83	84	x	93	101	90	86	108
CC/C(=C\c1cccc([N+](=O)[O-])c1)c1ccncc1	104	78	80	108	79	75	97	83	93
Cc1cc(N2CCN(CCNc3ccnc4cc(Cl)ccc34)CC2)nc(N2CCOCC2)n1	77	45	64	43	85	74	58	44	73
CC[C@]12C=CCN3CC[C@@]4(c5ccc(OC)cc5N(C)[C@H]4[C@@](O)(C(=O)OC)[C@@H]1OC(=O)CCN1CCc4ccccc4C1)[C@@H]32	99	94	87	-96*	99	93	80	72	99
C[C@]12CCC3c4ccc(O)cc4C[C@@H](CCCCCCCCCS(=O)CCCC(F)(F)C(F)(F)F)C3C1CC[C@@H]2O (stereo partly drawn)	74	85	68	88	93	96	59	63	94
COC(=O)c1c[n+]([O-])ccc1OC	108	111	x	108	102	100	97	85	98
CCN1CCN(Cc2ccc(Cc3ncc(F)c(-c4cc(F)c5nc(C)n(C(C)C)c5c4)n3)nc2)CC1	27	35	46	-28*	35	46	24	12	49
CCCC(NC(=O)C(C)N)C(=O)O (stereo not drawn)	111	97	103	104	110	102	103	96	109
O=C(Nc1cccc(Cl)c1)Nc1nc2ccc([N+](=O)[O-])cc2o1	23	x	6.1*	-3.2*	8.5*	28	16	24	17
O=C1C(c2ccccc2)=C2C(=C1c1ccccc1)c1cccc3cccc2c13	96	101	101	110	104	102	92	82	98
O=C1CCCC2CCCCN12 (stereo not drawn)	110	118	105	114	105	109	107	77	98
O=c1[nH]c(Cc2nc(-c3ccc(Cl)cc3)cs2)nc2c(-c3nc4ccccc4s3)c(S)sc12	90	94	92	120	151	106	97	83	87
Cc1nc2ccccc2nc1CSc1nc2ccccc2c(=O)[nH]1	93	78	88	x	100	82	82	63	97
CCCCN1C(=O)CCC1=O	109	89	102	115	93	102	105	94	97
COC(=O)c1c(C(=O)OC)c2ccc3c4ncccc4ccc3n2c1C(=O)c1ccc(C)cc1	77	93	99	106	93	91	84	74	100
CS(=O)(=O)c1ccc(-c2cnc3ccc(-c4cccc(S(C)(=O)=O)c4)nn23)cc1	22	-16*	46	9.5*	40	x	23	24	47
CC(=O)OCC(=O)C1(O)CCC2C3CCC4=CC(=O)CCC4(C)C34OC4CC21C (stereo not drawn)	101	88	98	98	98	96	100	79	96
Fc1ccccc1-c1cnn2cc(-c3ccccc3)cnc12	101	88	99	95	104	97	89	86	92

Sorted by molecular weight (largest number first): part of the list above
SMILES	ACHN	A498	U251	RXF 393	TK-10	786-0	CAKI-1	UO-31	SN12C
O=c1[nH]c(Cc2nc(-c3ccc(Cl)cc3)cs2)nc2c(-c3nc4ccccc4s3)c(S)sc12	90	94	92	120	151	106	97	83	87
COC(=O)c1c(C(=O)OC)c2ccc3c4ncccc4ccc3n2c1C(=O)c1ccc(C)cc1	77	93	99	106	93	91	84	74	100
CCN(CC)c1ccc(/C=C/c2ccnc3ccccc23)cc1	71	77	78	x	91	79	67	73	76

Continued:
SMILES	ACHN	A498	U251	RXF 393	TK-10	786-0	CAKI-1	UO-31	SN12C
CCS(=O)(=O)Oc1ccc(NC(=O)C23CC4CC(CC(C4)C2)C3)cc1	101	77	98	111	127	108	107	94	98
Cc1ccc2nc(-c3c(C)nn(-c4ccccc4)c3N3CCCC3)[nH]c2c1	90	68	103	122	173	114	86	71	97
O=C(NCCCl)NC1CC2CCC1C2 (stereo not drawn)	91	129	96	117	102	97	93	91	98
COCCOC(=O)COc1ccc(OC)cc1	106	88	102	104	108	109	x	89	100
COc1cc(/C=C/C(=O)c2ccc(Nc3nc(NCCO)nc(Nc4ccc(Cl)cc4)n3)cc2)cc(OC)c1OC	77	93	50	63	99	82	94	73	81
O=C(Nc1cc(-c2ccccc2)nn1-c1ccccc1)c1ccc(Cl)cc1	95	106	101	107	107	101	84	x	95
CC1CN=C(C(c2ccccc2)c2ccc(Br)cc2)N1CCO (stereo not drawn)	96	92	99	109	96	103	103	69	92
CC1CC(C)CN(C(=O)c2ccc(Cl)cc2Cl)C1 (stereo not drawn)	94	122	52	118	114	98	102	71	101
COc1ccc(C(=O)COc2ccc(/C=C3\CSc4ccccc4C3=O)cc2)cc1	93	97	98	128	99	104	97	87	106
NS(=O)(=O)c1ccc(N=Nc2c(O)n(Cc3ccccc3)c3ccc(Cl)cc23)cc1	65	78	82	46	95	48	64	81	87
Clc1nc(Cl)c(C2CC(c3ccc4c(c3)OCO4)=NN2c2ccccc2)s1 (stereo not drawn)	101	52	105	61	70	85	55	64	78
NC(Cc1ccc(O)cc1)C(=O)O (stereo not drawn)	102&102&92	87&74&105	104&102&95	111&105&94	101&118&91	103&103&92	100&95&69	82&90&88	105&95&100
Cc1ccc(-c2c3c(nc4c2c(C)nn4-c2ccccc2)NC2(CCSCC2)NC3)cc1	102	96	91	97	88	86	94	93	99
CN1C(=O)C2(SCC(C(=O)NC3CCCCC3)N2C(=O)C2CCCCC2)c2ccccc21 (stereo not drawn)	98	105	99	116	113	98	x	76	96
COc1ccc(/C=C/C(=O)c2ccc(Nc3nc(NCCO)nc(N4CCOCC4)n3)cc2)cc1	92	91	81	78	121	102	86	72	94
COc1ccccc1/C=N/N=C(\C)c1nnn(-c2ccc([N+](=O)[O-])cc2)c1C	99	89	103	105	128	103	90	87	98
O=S1OC(c2ccccc2)C(c2ccccc2)O1 (stereo not drawn)	102	97	107	112	86	100	101	88	101
C=C1CCC2C(C)(CO)C(O)CCC2(C)C1CC(NC1CCCC1)C1=CCOC1=O (stereo not drawn)	104	103	105	101	106	100	90	90	95
COc1ccc(Nc2nnc(-c3csc(N)n3)s2)c(OC)c1	104	90	104	x	119	105	98	90	103
COc1ccc2c(c1)C(C)Cc1c(ncnc1-n1c(C)nc3ccccc31)N2C (stereo not drawn)	51	-9.7*	26	14	57	29	25	37	36
NS(=O)(=O)c1ccc(C(=O)N/N=C(/CS(=O)(=O)c2ccccc2)c2cc3ccccc3oc2=O)cc1	100	x	95	101	102	100	93	84	98
N#CCNC=O	113	108	109	117	93	98	101	89	109
COc1ccc(NC(=O)CSc2nnc(-c3ccc4nc(-c5ccc(OC)c(OC)c5)[nH]c4c3)o2)cc1	97	82	113	x	118	103	102	85	101
COC(=O)C1(CC(=O)C=C(C)C)NC(=S)NC(=O)C1C#N (stereo not drawn)	104	152	116	99	103	106	100	95	99
COc1ccc(OC)c(CCn2cncc2-c2c[nH]c3ccc(Cl)cc23)c1	61	45	47	63	51	70	31	47	64
O=C1NC2CCCCC2C(=O)N1O (stereo not drawn)	108	80	90	108	98	104	x	86	107
Cn1c(=O)c2[nH]c(CC(=O)O)nc2n(C)c1=O	111	98	103	104	102	106	102	94	104
COC1=CC(c2ccc[nH]2)=N/C1=C\c1[nH]c(C)c(C(=O)CCCCCCCCC(=O)Oc2ccc3c(c2)CCC2C3CC[C@]3(C)C(=O)CC[C@@H]23)c1C (stereo partly drawn)	102	91	99	96	117	106	93	78	107
N#C/C(=C\c1cccnc1)c1ccc(Br)cc1	113&107	80&100	83&98	115&102	106&108	103&100	89&96	89&69	109&95
CCCCCCCCCCCCCCCC(=O)NS(=O)(=O)OC[C@H]1O[C@@H](n2cnc3c(N)ncnc32)[C@H](O)[C@@H]1O	-19*	-96*	-88*	-83*	x	-70*	-61*	-70*	-13*
CN(C)c1ccc(/C=C2\N=C(c3ccccc3)OC2=O)cc1	103	97	92	118	102	110	x	73	100
CCOC(=O)C(=CNC(=S)Nc1ccc(OCC)cc1)C(=O)OCC	102	91	96	118	90	101	100	94	109
CC(C)OC1=C(Cl)C(=O)c2ccccc2C1=O	98	112	57	100	110	108	106	77	90
Nc1ncnc2c1C(c1ccc(Cl)cc1)c1sc3c(F)cccc3c1O2 (stereo not drawn)	85	102	92	95	122	102	75	58	96
O=C1CN(c2ccccc2)C(=O)C1C(=O)Nc1ccc(Cl)c(Cl)c1 (stereo not drawn)	2.2*[100 µM]	11[100 µM]	-7.1*[100 µM]	35[100 µM]	26[100 µM]	0.0*[100 µM]	-2.4*[100 µM]	5.8*[100 µM]	18[100 µM]
COc1cc(C2CC(c3ccccc3)=NN2)ccc1Oc1ccnc2cc(Cl)ccc12 (stereo not drawn)	91	95	69	104	120	89	70	65	76
C=C(c1ccc(F)cc1)C1CC1	101	x	101	121	103	x	100	93	100
C[C@]12CC[C@H](O)CC1=CC[C@@H]1[C@@H]2CC[C@]2(C)c3[nH]ncc3C[C@@H]12	98	x	104	105	x	106	88	98	104
CCOC(=O)NCCCCCCl	108	120	104	109	92	96	86	88	107
CCN1C(=O)N[C@H]2[C@@H]3NC(=O)c4ccc(Cl)n4[C@@H]3C[C@]21O	15	-0.1*	-5.6*	10	4.4*	-4.9*	31	37	-1.6*

Complete entries, quoted from the list.
CCOC(=O)C(=CNC(=S)Nc1ccc(OCC)cc1)C(=O)OCC is listed as ACHN = 102; A498 = 91; U251 = 96; RXF 393 = 118; TK-10 = 90; 786-0 = 101; CAKI-1 = 100; UO-31 = 94; SN12C = 109
C=C(c1ccc(F)cc1)C1CC1 is listed as ACHN = 101; A498 = x; U251 = 101; RXF 393 = 121; TK-10 = 103; 786-0 = x; CAKI-1 = 100; UO-31 = 93; SN12C = 100
O=C1NC2CCCCC2C(=O)N1O (stereo not drawn) is listed as ACHN = 108; A498 = 80; U251 = 90; RXF 393 = 108; TK-10 = 98; 786-0 = 104; CAKI-1 = x; UO-31 = 86; SN12C = 107

Later entries
SMILES	ACHN	A498	U251	RXF 393	TK-10	786-0	CAKI-1	UO-31	SN12C
Cn1cc(-c2c(NCc3ccco3)c(=O)c2=O)c2ccccc21	105	87	84	101	83	100	x	82	108
CCC(C)(O)c1ccc(C)cc1 (stereo not drawn)	108	97	105	113	100	109	104	91	102
Cc1sc2c(c1C)c(=O)nc1c(-c3nc(-c4ccccc4Cl)no3)n[nH]n12	109	98	105	117	114	105	96	92	113
Cc1ccc2c(c1)C(C)(C)C(C)(C)C2(C)C	97	x	98	118	98	101	97	88	100
COc1ccccc1-c1ccc2c(N)c(C(=O)c3ccc4c(c3)OCO4)sc2n1	89	60	64	75	74	86	70	78	64
O=C(N/N=C/c1ccncc1)c1ccncc1	106	x	101	111	107	116	94	97	103
